Bioassay records as filed in PubChem.
Gal4-VP16 FLuc: Gal4-VP16 reporter inhibition counter-screen; Potency, µM (top dose mostly 53.6 µM), inactives show at the top dose activity, negative = inhibition, usual class: inhibitors; Drosophila S2 Gal4-VP16 UAS-luciferase, luminescence, 20 h; hit rate 3.5% among 310,000;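 further: Gal4-VP16 expression switched on by copper sulfate through the metallothionein promoter; on the % scale 0 is the no-effect control and ±100 the full control effect; nearly all actives have a fitted effect of over 50% in size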
NPC1 prom act: activates the NPC1 promoter. Huh7 NPC1 promoter luciferase reporter, 24 h. Potency, µM (top dose mostly 9.22 µM), without a hit: at the top dose activation, actives largely listed as activators. hit rate 2.4% among 320,000;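 further: % of control where 0% means no effect; nearly all actives have a fitted effect of over 60% in size; reporter is driven by a mutant NPC1 promoter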
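Cells: Huh7 expressing luciferase under the NPC1 promoter, 1500/well. Seeded 2 h, compound added, incubated 24 h at 37 °C. Luciferase reagent, 10 min ambient, then luminescence.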
Rab9 prom act: activators of Rab9 promoter; hit rate 2.8% among 320,000; Huh7 Rab9 promoter-luciferase reporter, luminescence, 24 h; Potency, µM (doses to about 9.22 µM), without a hit: at the highest dose activation, negative = inhibition, most hits filed as activators; further: % of control where 0% means no effect; nearly all actives have a fitted effect of over 60% in size
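Measured in stably transfected Huh7 cells bearing a Rab9 promoter–luciferase construct: 24 h compound treatment at 37 °C, followed by luminescence detection.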
MLL CXXC-DNA inh: blocks binding of human MLL CXXC domain to DNA | Q03164 | MLL-CXXC / FITC-HOXA9 DNA fluorescence polarization | Potency, µM (series often up to 115 µM), inactives show at the highest dose activity change, negative = inhibition, most hits filed as inhibitors | hit rate 0.037% among 290,000 | AID 2662; active means well fitted inhibition curve with a large enough effect in the polarisation, with a control signal flat, not every such curve was filed as active; inconclusive means small, poorly fitted or top-dose-only effect, or effect the other way, or a change in a side signal; inactive means no such curve, though single readings can be large or run the other way; the % refers to the polarisation
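Steps: dispense CXXC domain solution (7 uM) → pin compounds or unlabeled HOX-A9 DNA control → 5 min ambient → add FLSN-HOX-A9 solution (50 nM) → spin → 30 min ambient → fluorescence polarization. Tris pH 7.5/NaCl/DTT/BSA buffer.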
RORg inh: blocks mouse ROR gamma transcriptional activity | P51450 | Drosophila S2 Gal4-RORgamma UAS-luciferase reporter, 20 h | Potency, µM (top dose mostly 53.6 µM), for the others: at the top dose activity change, negative = inhibition, usual class: inhibitors | hit rate 5.4% among 310,000 | AID 2551; further: on the % scale 0 is the no-effect control and ±100 the full control effect; nearly all actives have a fitted effect of over 60% in size
Target sequence (P51450 whole entry, looked up, the tested form may be a part): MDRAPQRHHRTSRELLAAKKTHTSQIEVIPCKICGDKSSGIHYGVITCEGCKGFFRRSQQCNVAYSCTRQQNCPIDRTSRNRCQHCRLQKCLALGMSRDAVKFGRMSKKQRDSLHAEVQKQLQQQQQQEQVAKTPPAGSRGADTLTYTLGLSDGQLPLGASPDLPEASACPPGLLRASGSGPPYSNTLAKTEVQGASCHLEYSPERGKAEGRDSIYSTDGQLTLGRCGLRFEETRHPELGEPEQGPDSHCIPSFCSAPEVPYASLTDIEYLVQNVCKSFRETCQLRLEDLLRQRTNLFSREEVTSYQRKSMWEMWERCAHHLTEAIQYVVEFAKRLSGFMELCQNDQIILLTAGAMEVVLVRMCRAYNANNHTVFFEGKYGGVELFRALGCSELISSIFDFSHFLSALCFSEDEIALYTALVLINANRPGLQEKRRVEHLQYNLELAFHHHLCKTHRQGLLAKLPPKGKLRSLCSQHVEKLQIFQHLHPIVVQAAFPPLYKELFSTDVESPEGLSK
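Stable Schneider cell line, Gal4 DNA-binding domain fused to ROR gamma, UAS-luciferase. Cmpd 1 hr RT → CuSO4 700 uM final → 20 hr RT → luciferase reagent 10 min → luminescence.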
MBNL1 CUG block: blocks human MBNL1 binding to CUG repeat RNA; TR-FRET MBNL1-His/biotin-(CUG)12 binding, 665/545 ratio; Potency, µM (titrated, usually from 57.5 µM), for inactives: top-dose activity change, negative = inhibition, hits mostly inhibitors; hit rate 0.036% among 280,000; AID 2675; active means well fitted inhibition curve with a large enough effect in the signal ratio, with a control signal flat, not every such curve was filed as active; inconclusive means small, poorly fitted or top-dose-only effect, or effect the other way, or a change in a side signal; inactive means no such curve, though single readings can be large or run the other way; the % refers to the signal ratio; further: on the % scale 0 is the no-effect control and ±100 the full control effect
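TR-FRET readout: Ex 340 nm, 665/545 nm emission ratio, normalized to buffer-only (basal) and MBNL1-(CUG)12 controls. Complex of MBNL1-His with Biotin-(CUG)12, compounds 92 nM–58 uM, incubated 60 min at room temperature.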
BRCA1 expr up: BRCA1 expression activation. MCF7-BRCA1-FFLuc reporter, luminescence, 48 h; response scale: scaled: vehicle 0%, 10 µM genistein 100%. Potency, µM (top dose mostly 46.1 µM), for inactives: at the highest dose activation, usual class: activators. hit rate 1.1% among 380,000; further: nearly all actives have a fitted effect of over 80% in size; some results filed as inactive show a strong effect at the top dose
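Quantitative HTS in MCF7 cells stably reporting BRCA1 expression via firefly luciferase. Compound treatment lasts 48 h at 37 °C in phenol-red free MEM. Activation is expressed relative to genistein at 10 microM and DMSO.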
uPA surface inh: cell surface uPA generation inhibition | cell surface uPA generation assay, qHTS | Potency, µM (titrated, usually from 38.3 µM), without a hit: top-dose activity change, negative = inhibition, actives largely listed as inhibitors | hit rate 0.31% among 330,000 | AID 540303; active means well fitted inhibition curve with a large enough effect; inconclusive means small, poorly fitted or top-dose-only effect; inactive means no such curve, though single readings can be large or run the other way; tested in mouse RAW 264.7 cells; further: on the % scale 0 is the no-effect control and ±100 the full control effect; nearly all actives have a fitted effect of over 55% in size
ELG1 genotoxic: induces genotoxicity in HEK293T cells with luciferase-tagged ELG1 | HEK293T ELG1-luciferase reporter, luminescence, 16 h | Potency, µM (series often up to 46 µM), inactives show at the top dose activity change, positive = activation, usual class: activators | hit rate 1.3% among 330,000 | AID 504466; further: % of control where 0% means no effect; nearly all actives have a fitted effect of over 60% in size
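After overnight (16 hr) compound treatment at 37 °C, ELG1-luciferase HEK293T cells were lysed with ONE-Glo; luminescence quantified 30 min later at room temperature.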
p53 reactivator: re-activators of mutant p53; H1299 p53-A138V BP100-luciferase reporter, luminescence, 24 h; Potency, µM (highest dose often 92.2 µM), inactives show at the highest dose activity change, positive = activation, actives largely listed as activators; hit rate 0.063% among 320,000; AID 504706; further: % of control where 0% means no effect; nearly all actives have a fitted effect of over 45% in size
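p53-null H1299 cells stably carrying temperature-sensitive p53-A138V and a BP100-luciferase reporter were pinned with compounds (4-point, 1:5 series) and held 24 hrs at 37 deg C. Luminescence was read 10 min after detection reagent.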
FLuc counter: counter-screen for miR-21 project: firefly luciferase inhibitors or activators | AID 588342 | P08659 | Potency, µM (highest dose often 57.5 µM), without a hit: at the highest dose activity change, negative = inhibition, most hits filed as inhibitors | purified FLuc, Km substrates, luminescence inhibition | hit rate 6.9% among 360,000;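 further: plate controls were vehicle for no effect and reference inhibitor for full effect; nearly all actives have a fitted effect of over 55% in size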
Target sequence (P08659 whole entry, looked up): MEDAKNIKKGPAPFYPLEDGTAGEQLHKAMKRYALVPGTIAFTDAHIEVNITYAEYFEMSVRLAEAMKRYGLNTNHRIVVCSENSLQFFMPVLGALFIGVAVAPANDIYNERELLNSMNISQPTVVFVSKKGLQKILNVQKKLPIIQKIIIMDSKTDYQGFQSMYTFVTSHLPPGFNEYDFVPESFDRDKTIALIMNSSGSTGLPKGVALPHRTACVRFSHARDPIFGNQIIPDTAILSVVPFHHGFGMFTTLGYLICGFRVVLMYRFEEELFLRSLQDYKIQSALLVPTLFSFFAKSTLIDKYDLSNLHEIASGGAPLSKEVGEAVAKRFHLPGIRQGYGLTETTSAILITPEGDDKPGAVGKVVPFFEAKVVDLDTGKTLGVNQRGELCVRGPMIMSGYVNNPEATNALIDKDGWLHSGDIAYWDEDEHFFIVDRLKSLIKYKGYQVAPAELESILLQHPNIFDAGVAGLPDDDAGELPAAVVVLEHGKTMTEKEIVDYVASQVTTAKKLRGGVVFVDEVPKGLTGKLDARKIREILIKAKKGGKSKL
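Biochemical qHTS of compounds, final roughly 60 µM downward over six points, against 10 nM purified firefly luciferase using Km concentrations of substrates (10 uM D-luciferin, 10 uM ATP) in Tris acetate pH 7.5 buffer; luminescence output.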
Numbers without * were called inactive; ? = inconclusive; · = not tested or not shown; [ ] = another dose, or the depositor's remark. Unless noted, the call rests on the fitted dose curve; in most records, active means well fitted curve in the direction sought with a large enough effect; inconclusive means small, poorly fitted or top-dose-only effect, or another doubt; inactive means no such curve, though single readings can be large; an effect the other way counts as inactive or inconclusive. Potency means the concentration at half of the fitted maximal effect. These rows are one share of the data, so the mix of outcomes need not match the whole.

SMILES | Gal4-VP16 FLuc | NPC1 prom act | Rab9 prom act | MLL CXXC-DNA inh | RORg inh | MBNL1 CUG block | BRCA1 expr up | uPA surface inh | ELG1 genotoxic | p53 reactivator | FLuc counter
O=C(CS(=O)(=O)Cc1ccccc1)NCCc1ccc(F)cc1 | ? | 1% | -5% | 13% | 11% | -2% | 4% | 1% | 4% | -3% | -2%
Cc1c(OC(C)C(=O)NCc2ccccn2)ccc2c3c(c(=O)oc12)CCC3 (configuration not stated) | ? | -1% | -2% | -4% | 38% | 4% | -21% | -3% | -2% | -2% | 1%
COc1ccc(Cc2nnc(SCC(=O)NC3(C#N)CCCCC3)n2N)cc1 | · | -4% | 0% | · | · | · | 7% | 0% | 0% | -13% | -1%
C/C(=C\C=C(C#N)C#N)c1cc(C#N)c(N)o1 | -10% | -3% | -11% | ? | 7% | ? | -1% | -3% | -8% | -3% | -5%
COc1ccc(N2C(=O)CC(S/C(N)=N/N=C(\C)c3cccs3)C2=O)cc1 (configuration not stated) | -2% | -1% | -2% | -8% | 40% | 0% | -10% | -1% | 1% | -1% | -19%
Cc1ccc(N2CC(=O)N(c3ccc(C)cc3)CC2=O)cc1 | 0% | 1% | -1% | 0% | 10% | · | -3% | 7% | -1% | -3% | -2%
Cc1cc(C)n(CC(=O)N2CCCC(N3CCN(c4ccccc4C)CC3)C2)n1 (configuration not stated) | -1% | -3% | 1% | -2% | -9% | -4% | -8% | 10% | -11% | 2% | 1%
CCCCNC(=O)CN(Cc1ccco1)S(=O)(=O)c1ccc(C(C)=O)cc1 | · | -2% | 0% | · | · | · | 20% | -4% | 2% | ? | -6%
COc1cc(OC)c(S(=O)(=O)Nc2ccccc2NC(=O)CN2CCOCC2)cc1NC(C)=O | -8% | -3% | 2% | -2% | -7% | 11% | -11% | -20% | 5% | -1% | -5%
O=C(COC(=O)/C=C/c1ccc2ccccc2n1)NNC(=O)c1ccc([N+](=O)[O-])cc1 | · | 7% | 0% | · | · | · | -19% | -6% | 2% | 25% | 2%
COc1ccc(C(=O)N/C(=C\c2cc(OC)c(OC)cc2[N+](=O)[O-])C(=O)NCC(=O)O)cc1 | 3% | 0% | -3% | -3% | 3% | ? | -4% | · | 0% | 2% | -14%
Cc1cc(Cl)ccc1OCc1nc(-c2ccncc2)no1 | 0% | 2.8µM* | 2.8µM* | 10% | 9% | -7% | ? | 5% | ? | 4% | 11µM*
COC(=O)c1oc2ccc(Cl)cc2c1NC(C)=O | 7% | -5% | 0% | -3% | -23% | 15% | -4% | -1% | -1% | 5% | 0%
Cc1cc(-n2c(SCC(=O)Nc3ccc(Br)cc3)nc3n[nH]c(C)c3c2=N)ccc1Cl | 20µM* | 2% | -5% | 17% | ? | 8% | -64% | -1% | 0%[9.26 µM] | -6% | 1%
O=C(NC1=NCCS1)c1ccncc1 | 5% | -1% | 3% | -10% | -14% | 9% | -5% | 8% | -2% | 2% | 1%
CCOc1ccc(-c2c(C)n([O-])c3c([n+]2=O)CCCCC3)cc1 | -19% | -2% | -3% | -13% | -1% | 21% | -2% | 0% | -2% | 9% | 0%
Brc1ccc(OCCCCN2CCCCC2)cc1 | -12% | 0% | 8% | -1% | -10% | 2% | 20% | 1% | -3% | 3% | -8%
Cc1c(-n2c(=S)[nH]c3ccccc3c2=O)c(=O)n(-c2ccccc2)n1C | -1% | 2% | 4% | -20% | 5% | 9% | 0%[1.84 µM] | 1% | 6% | -4% | 2%
COc1ccc(C(=O)CN2C(=O)c3ccccc3C2=O)c(OC)c1 | -8% | 24% | ? | 14% | 12% | -1% | 54% | 4% | ? | 0% | 15µM*
Cc1cccc(NC(=O)CSCC(=O)Nc2ccccc2N2CCCCC2)c1 | · | 0% | -1% | · | · | · | -49% | 1% | 10% | 4% | -1%
CC1=C(C(=O)Nc2cc(C(=O)N(C)Cc3ccccc3)ccc2C)SCCO1 | 2% | -1% | 7% | -1% | -2% | 1% | -1% | 6% | 0% | -3% | -1%
O=C(CSc1nnc(-c2cccs2)n1-c1ccccc1)c1ccc2c(c1)OCCO2 | -2% | -1% | -3% | -6% | 5% | 5% | -10% | 4% | -1% | 1% | -3%
COc1cccc(NC(=O)C2CC(=O)N/C(=N/NC(=O)c3ccc(C)cc3)S2)c1 (configuration not stated) | 11µM* | -6% | 2% | -6% | 6.3µM* | 2% | -8% | 5% | -2% | 0% | ?
COC1=NS(=O)(=O)c2ccccc21 | ? | 1% | -3% | -4% | -9% | ? | -16% | 2% | 1% | 1% | 1%
Cc1ccc(C)c(N(C)C(=O)c2ccc3c(=O)n4c(nc3c2)CCCCC4)c1 | 3% | -7% | -5% | -2% | 9% | 7% | -43% | -17% | -5% | 19% | 3%
CCc1cc2cc(C)cc(C)c2nc1SCC(=O)Nc1cc(C)on1 | 7% | -3% | -13% | 2% | -2% | -3% | 0% | -4% | 0% | 2% | 0%
O=C(Nc1ncc([N+](=O)[O-])s1)c1ccc2c(c1)OCO2 | 2.5µM* | 3.2µM* | 1.3µM* | 17% | 1.8µM* | ? | ? | -17% | ? | -16% | 0.11µM*
CCCN(CCC)C(=O)Nc1ccc(F)cc1F | 3% | -1% | 0% | -7% | -5% | 1% | -1% | -3% | 0% | -3% | 0%
O=C(Cn1c2ccc(F)cc2c2nc3n(c(=O)c21)CCS3)N1CCCC1 | 8% | -1% | 0% | -8% | -39% | ? | 4% | -4% | 5% | -2% | 0%
Cc1nonc1CN(C)C(=O)c1ccc(OC2CCN(Cc3ccccn3)CC2)cc1 | -5% | -7% | -2% | -7% | -30% | -4% | -3% | 4% | 0% | 1% | -1%
O=C(O)CCC(=O)Nc1cccc(-c2nc3ccccc3o2)c1 | -6% | 1% | 0% | -10% | 17% | -5% | 8% | -6% | 0% | ? | 11µM*
CCOc1cc(CN2CCN(c3ccc(C(C)=O)cc3)CC2)ccc1OC | -5% | 0% | -16% | 20% | 26% | 4% | -24% | -12% | -1% | 2% | 0%
CCn1c(C)[n+](CCCS(=O)(=O)[O-])c2cc(Cl)c(Cl)cc21 | -3% | -4% | -1% | 0% | 10% | 17% | 9% | -3% | 0% | -6% | 0%
COc1cccc(/C=N/N2C(=O)NC3(CCCCC3)C2=O)c1O | 3% | 0% | -3% | 7% | -9% | -2% | -10% | -4% | 2% | 7% | 13µM*
CCCn1c(=O)[nH]c(=O)c2c1nc(-c1ccc(C(F)(F)F)cc1)n2CCOC | 5% | -1% | 0% | 9% | ? | -1% | -4% | -5% | 0% | 11% | -1%
CCCn1c(SCC(=O)c2ccc(CC)cc2)n[nH]c1=O | 12% | -1% | -2% | 2% | 8% | -3% | -11% | -1% | -2% | 15% | -22%
O=C(NCCN1CCOCC1)C1CCN(S(=O)(=O)N2CCCCC2)CC1 | 2% | -3% | 6% | 5% | 4% | 3% | 3% | 4% | -1% | 17% | 4%
COCCSc1ccccc1C(=O)Nc1cc(C)on1 | -2% | 2% | -1% | 2% | 4% | -9% | 2% | 7% | 0% | 3% | -20%
COc1ccc(CCNC(=O)C2CCN(C(=O)c3ccc(C(C)(C)C)cc3)CC2)cc1 | ? | 13% | 20% | -2% | ? | -2% | 86% | -9% | 1% | · | -7%
CCCCc1ccc(NC(=O)N2CCNC(=O)C2CC(=O)Nc2ccsc2C(=O)OC)cc1 (configuration not stated) | -5% | -4% | -2% | 0% | 0% | -16% | -29% | 3% | -3% | 0% | ?

Among those listed so far, 4 contain an NH in an aromatic ring.
SMILES | Gal4-VP16 FLuc | NPC1 prom act | Rab9 prom act | MLL CXXC-DNA inh | RORg inh | MBNL1 CUG block | BRCA1 expr up | uPA surface inh | ELG1 genotoxic | p53 reactivator | FLuc counter
Cc1cc(-n2c(SCC(=O)Nc3ccc(Br)cc3)nc3n[nH]c(C)c3c2=N)ccc1Cl | 20µM* | 2% | -5% | 17% | ? | 8% | -64% | -1% | 0%[9.26 µM] | -6% | 1%
Cc1c(-n2c(=S)[nH]c3ccccc3c2=O)c(=O)n(-c2ccccc2)n1C | -1% | 2% | 4% | -20% | 5% | 9% | 0%[1.84 µM] | 1% | 6% | -4% | 2%
CCCn1c(=O)[nH]c(=O)c2c1nc(-c1ccc(C(F)(F)F)cc1)n2CCOC | 5% | -1% | 0% | 9% | ? | -1% | -4% | -5% | 0% | 11% | -1%
CCCn1c(SCC(=O)c2ccc(CC)cc2)n[nH]c1=O | 12% | -1% | -2% | 2% | 8% | -3% | -11% | -1% | -2% | 15% | -22%
